Compound activity as filed in PubChem BioAssay.
12-LOX inh – blocks human arachidonate 12S-lipoxygenase. P18054. purified 12hLO, xylenol orange hydroperoxide absorbance. Potency, µM (titrated, usually from 108 µM), for inactives: at the highest dose activity change, negative = inhibition, hits mostly inhibitors. 580,000 compounds, 1.1% hits; note: % is set by controls: 0 for no effect and ±100 for the full control effect
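Hydroperoxide product was detected by ferrous iron/xylenol orange as the 573 to 405 nm absorbance ratio. Arachidonic acid at 40 uM (final) was turned over for 30 min at room temperature by 150 nM human 12hLO, pH 7.0 Hepes buffer, after 15 min compound preincubation.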
ERG Ets-DNA blk – ERG Ets/DNA interaction inhibition | Potency, µM (top dose mostly 76.9 µM), for inactives: at the highest dose FP activity, negative = inhibition, usual class: inhibitors | 370,000 compounds, 0.028% hits | P11308 | fluorescence polarization, His-ERG Ets domain / labelled DNA; active = well fitted inhibition curve with a large enough effect in the polarisation, with a control signal flat; inconclusive = small, poorly fitted or top-dose-only effect, or effect the other way, or a change in a side signal; inactive = no such curve, though single readings can be large or run the other way; the % refers to the polarisation;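 note: polarization taken with two DNA probes labelled with fluorescein and Texas red; % of control where 0% means no effect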
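His-tagged ERG Ets domain (1 uM in the protein solution; 300mM KCl, 50mM Tris-HCl, 1mM EDTA, 1mM DTT, pH 7.5) received compound, then a probe mix of 5 nM fluorescein-DNA and 100nM Texas-615-DNA. Fluorescence polarization was read for both dyes.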
PGK inhibitor – blocks T. brucei phosphoglycerate kinase. Potency, µM (highest dose often 57.5 µM), without a hit: at the highest dose activity change, negative = inhibition, most hits filed as inhibitors. AID 602233. 380,000 compounds, 0.043% hits. PGK/GAPDH coupled, Kinase-Glo luminescence, 60 min; note: % is set by controls: 0 for no effect and ±100 for the full control effect; nearly all actives have a fitted effect of over 60% in size
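Luminescent ATP detection (Kinase-Glo Plus) follows a 60-minute room-temperature incubation, with wells lacking PGK as controls. Buffer: 100 mM TEA (pH 7.6), 5 mM MgCl2, 0.01% Tween-20. Coupling enzyme GAPDH (100 nM final) supplies unstable 1,3-BPG in-well.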
rTrxR1 inhibitor – inhibitors of rat thioredoxin reductase 1; 390,000 compounds, 1% hits; Potency, µM (top dose mostly 114 µM), for the others: top-dose activity change, negative = inhibition, usual class: inhibitors; O89049; recombinant rTrxR1, NADPH fluorescence consumption, selenite substrate; note: % is set by controls: 0 for no effect and ±100 for the full control effect; nearly all actives have a fitted effect of over 65% in size
Target sequence (O89049 whole entry, looked up): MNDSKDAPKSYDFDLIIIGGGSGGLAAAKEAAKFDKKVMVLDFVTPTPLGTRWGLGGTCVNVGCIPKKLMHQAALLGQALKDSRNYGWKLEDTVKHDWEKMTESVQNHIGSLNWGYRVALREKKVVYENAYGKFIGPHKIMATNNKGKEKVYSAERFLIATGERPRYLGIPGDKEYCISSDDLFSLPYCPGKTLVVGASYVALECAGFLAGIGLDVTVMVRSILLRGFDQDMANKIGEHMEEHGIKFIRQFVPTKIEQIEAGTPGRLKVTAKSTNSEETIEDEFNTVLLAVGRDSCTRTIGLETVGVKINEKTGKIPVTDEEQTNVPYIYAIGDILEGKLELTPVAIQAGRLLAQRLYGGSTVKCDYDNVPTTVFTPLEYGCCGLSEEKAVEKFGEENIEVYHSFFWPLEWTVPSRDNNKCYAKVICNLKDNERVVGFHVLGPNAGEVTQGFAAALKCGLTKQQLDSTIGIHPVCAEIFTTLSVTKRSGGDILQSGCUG
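Rat TrxR1 (90 nM in the dispensed reagent) was pre-reduced with 400 uM NADPH for 5 min at room temperature, then incubated with compound for 15 min. After 400 uM selenite was added, NADPH fluorescence (Ex 340/Em 450 nm) was followed for 8 min.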
JMJD2A Tudor inh – JMJD2A Tudor domain (human) inhibition; Potency, µM (highest dose often 114 µM), inactives show at the top dose activity change, negative = inhibition, actives largely listed as inhibitors; AID 504339; AlphaScreen JMJD2A-Tudor / H3K4me3 peptide binding; 390,000 compounds, 4.4% hits; note: % is set by controls: 0 for no effect and ±100 for the full control effect; nearly all actives have a fitted effect of over 50% in size
GLS inh – glutaminase GLS (human) inhibition; O94925; GLS enzymatic activity, qHTS titration; Potency, µM (series often up to 45.5 µM), inactives show at the highest dose activity change, negative = inhibition, usual class: inhibitors; 410,000 compounds, 0.21% hits; note: % is set by controls: 0 for no effect and ±100 for the full control effect
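Human kidney-isoform GLS in 45 mM KH2PO4 pH 8.2, 0.02% Tween-20, with compound, started with 1mM L-Glutamine (added stock). Glutamate oxidase/HRP/Amplex red coupled fluorescence read at start and after 30 min at RT.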
HP1b binding inh – HP1-beta chromodomain-methylated histone interaction inhibition; 390,000 compounds, 0.56% hits; AlphaScreen HP1-beta / biotin-H3K9me3 peptide binding; Potency, µM (highest dose often 114 µM), for inactives: top-dose activity change, negative = inhibition, most hits filed as inhibitors; P83916; note: nearly all actives have a fitted effect of over 70% in size; inactives centre near 23
Target sequence (P83916 whole entry, looked up): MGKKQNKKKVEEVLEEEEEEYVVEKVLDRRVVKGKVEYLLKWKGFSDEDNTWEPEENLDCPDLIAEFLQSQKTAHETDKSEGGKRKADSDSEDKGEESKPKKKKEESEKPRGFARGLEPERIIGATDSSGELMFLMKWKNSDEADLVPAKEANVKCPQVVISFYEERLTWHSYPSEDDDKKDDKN
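Compound inhibition of the preformed complex between 50 nM HP1-beta and 50 nM biotinylated H3K9me3 peptide was read by AlphaScreen. Buffer was PBS pH 7.4 with 0.01% Tween-20. Incubations ran 30 min at room temperature, with 10 ug/mL donor/acceptor beads.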
Pin1 inh – inhibitors of human Pin1. Q13526. Pin1 FP peptide displacement, HiFluor488, 10 min. Potency, µM (top dose mostly 115 µM), for inactives: at the highest dose activity, negative = inhibition, most hits filed as inhibitors. 390,000 compounds, 0.009% hits. AID 504891; active = well fitted inhibition curve with a large enough effect in the polarisation, with a control signal flat, not every such curve was filed as active; inconclusive = small, poorly fitted or top-dose-only effect, or effect the other way, or a change in a side signal; inactive = no such curve, though single readings can be large or run the other way; the % refers to the polarisation; note: % is set by controls: 0 for no effect and ±100 for the full control effect
Target sequence (Q13526 whole entry, looked up): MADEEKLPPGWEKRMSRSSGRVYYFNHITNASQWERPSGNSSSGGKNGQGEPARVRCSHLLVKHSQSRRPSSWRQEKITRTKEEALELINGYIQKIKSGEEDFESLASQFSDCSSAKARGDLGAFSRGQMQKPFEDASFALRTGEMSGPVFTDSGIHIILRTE
RGS4 inhibitor – blocks human RGS4-accelerated GTP hydrolysis; Transcreener GDP fluorescence polarization, RGS4-accelerated GTP hydrolysis; Potency, µM (titrated, usually from 114 µM), inactives show at the top dose activity change, negative = inhibition, hits mostly inhibitors; 390,000 compounds, 0.039% hits; note: % is set by controls: 0 for no effect and ±100 for the full control effect; nearly all actives have a fitted effect of over 75% in size; some results filed as inactive show a strong effect at the top dose
Target sequence (P49798 whole entry, looked up): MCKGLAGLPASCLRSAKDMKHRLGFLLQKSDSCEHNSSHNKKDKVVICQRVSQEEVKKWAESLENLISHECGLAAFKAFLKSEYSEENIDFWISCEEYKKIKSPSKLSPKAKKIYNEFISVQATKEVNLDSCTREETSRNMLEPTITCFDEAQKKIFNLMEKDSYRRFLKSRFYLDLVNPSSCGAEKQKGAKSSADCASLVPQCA
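MLSMR compounds (23 nl, pin-transferred) preincubated 10 min at room temperature with a 500nM (2x) first reagent, then RGS4 at 900nM (2x) plus Transcreener GDP mix added; fluorescence polarization (620/688 nm) read before and after 90 min at 30 °C.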
Active calls of the source: *; i = inactive; ? = inconclusive; . = not tested or not shown; & = joins results of further samples; [ ] = dose if it differs, or a comment. Unless noted, calls come from the whole dose curve; as a rule, active = well fitted curve in the direction sought with a large enough effect; inconclusive = small, poorly fitted or top-dose-only effect, or another doubt; inactive = no such curve, though single readings can be large; an effect the other way counts as inactive or inconclusive. Potency is the fitted concentration of half-maximal effect. These rows are one share of the data (hit frequency here may not be typical).

SMILES	12-LOX inh	ERG Ets-DNA blk	PGK inhibitor	rTrxR1 inhibitor	JMJD2A Tudor inh	GLS inh	HP1b binding inh	Pin1 inh	RGS4 inhibitor
O=C(N/N=C/c1cccc(Oc2ccccc2)c1)c1cccc(Br)c1	2.7%	-21.8%	-5.0%	21.4%	-2.6%	-1.8%	27.3%	-1.3%	1.1%
COc1ccc(CNC(=O)C2CCCN2S(=O)(=O)c2ccc(S(=O)(=O)N(C)C)cc2)cc1 (centres undefined)	2.1%	-3.1%	-9.7%	-12.7%	-2.9%	-4.5%	27.1%	8.2%	6.2%
Nc1cc2c(cc1Br)-c1ccc(F)cc1C2=O	-6.3%	-1.6%	-3.4%	23.2%	-24.5%	-4.1%	27.5%	?	-7.2%
COC(=O)C/C=N/N=C1/NC(=O)/C(=C/C(=O)O)S1	-13.7%	49.1%[activator]	-3.7%	?	50.1µM*	-3.2%	90.1%[activator]	?	-46.1%
CCNc1ccc(C(=O)OCC(=O)NC(C)c2ccccc2)cc1[N+](=O)[O-] (centres undefined)	?	-5.1%	-3.9%	9.7%[0.457 µM]	-12.9%	0.8%	11.5%	9.5%	-1.8%
Cc1ccccc1C(=O)Nc1cccc(NC(=O)c2ccc(F)cc2)c1	-3.5%	-0.9%	6.4%	9.2%	-2.8%	3.6%	17.8%	-2.7%	14.3%
CC(CC(=O)N1CCN(c2ccccc2)CC1)c1ccccc1 (centres undefined)	7.3%	10.4%	-1.8%	21.5%	-1.9%	19.8%	30.0%	1.4%	21.0%
Cn1cccc1C(=O)NC(=O)COC(=O)c1cc(S(=O)(=O)N2CCCCC2)ccc1Cl	-3.3%	13.1%	-7.7%	32.6%[57.1 µM]	-21.8%[11.4 µM]	-11.9%	-5.5%	46.3%[activator]	?
CC(C)(C)c1ccc(OCC(O)CNC(=O)c2ccccc2C(=O)O)cc1 (centres undefined)	0.0%	-4.8%	-8.1%	-4.2%	1.5%[11.4 µM]	-12.1%	62.5%[activator]	-2.9%	-0.9%[11.4 µM]
CC(=O)N1CN(C2CC(C)(C)NC(C)(C)C2)Cc2c1sc1c2CCCC1	27.6%	0.7%	1.4%	13.9%	-6.3%	7.6%	14.8%	-1.3%	-12.7%
COC(=O)c1ccc2c(c1)C(C)(C)C(/C=C/c1ccc(O)cc1)=[N+]2C	5.62µM*	?	-0.2%	56.2µM*	50.1µM*	0.1%	?	?	?
CCOC(=O)c1c(C)[nH]c(C)c1S(=O)(=O)N(C)CC(=O)Nc1cc(Cl)ccc1C	?	4.4%	-6.8%	22.7%[57.1 µM]	-14.6%	2.2%	21.0%	0.1%	-2.1%
CCOc1ccc(OCCCCOc2ccccc2C(C)=O)cc1	-20.6%	0.2%	-5.8%	4.9%	50.2%[activator]	6.2%	116.3%[activator]	-3.0%	-2.4%
O=C(Nc1ccccc1Cl)c1ccc(Cl)cc1Cl	-3.2%	?	5.7%	6.4%[57.1 µM]	1.4%	9.0%	40.0%	-2.3%	12.3%
COc1ccc(CN2C(=O)[C@@H]3Cc4c([nH]c5ccccc45)C(C)(C)N3C2=O)cc1	0.1%	.	-2.8%	17.8%[57.1 µM]	?	7.3%	-11.9%	9.6%	-11.2%
O=C(CCCCn1c(=O)[nH]c2ccccc2c1=O)N1CCN(c2ncccn2)CC1	?	-7.8%	-9.1%	13.5%	-14.5%	4.2%	22.1%	1.1%	-1.9%
C#CCOCCOCCOCCNc1nc(N2CCN(C(=O)CCCCCCCCCCNC(=O)Cn3cc(CCCCCN)nn3)CC2)nc(N2CCN(C(=O)CCCCCCCCCCNC(=O)[C@H]([C@@H](C)CC)n3cc(CCCCN=C(N)N)nn3)CC2)n1	.	32.9%[activator]	-4.5%	?	56.2µM*	?	?	27.4%	?
Cc1ccc2nc(C(F)OC(F)(F)F)[nH]c2c1 (centres undefined)	-10.7%	-1.6%	-2.8%	-13.6%	1.9%[57.1 µM]	1.9%	28.8%	-0.3%	33.3%
O=C(C1=C(O)C(=O)N(CCN2CCOCC2)C1c1cccnc1)c1cc2ccccc2o1 (centres undefined)	-23.9%	3.2%	-2.5%	?	?	4.7%	33.0%	-5.8%	-0.5%
CCC1CCc2nc3sc(C(=O)Nc4ccc(F)c(Cl)c4)c(N)c3cc2C1 (centres undefined)	0.0%	0.7%	-8.2%	1.4%	-7.6%	-8.9%	-4.5%	1.5%	24.6%
CCC(=O)N1CCc2cc(Br)cc(S(=O)(=O)NCCN3CCCCC3C)c21 (centres undefined)	0.0%	-1.9%	-2.0%	7.6%[57.1 µM]	-6.1%	0.1%	33.2%[activator]	-0.4%	-17.8%
O=C(NCc1cccnc1)c1cccc(S(=O)(=O)N2CCOCC2)c1	-20.9%	-1.3%	0.9%	-3.4%	-16.2%	14.4%	19.7%	-15.7%	9.4%
Cc1ccc(/C=N/NC(=O)C(C)NC(=O)c2ccccc2)cc1 (centres undefined)	-0.9%	-7.5%	2.7%	21.4%[57.1 µM]	-10.4%	6.2%	14.8%	4.5%	20.2%
O=C(O)c1cc(N2C(=O)CCC2=O)ccc1Cl	-23.6%	-5.2%	-0.7%	5.9%[57.1 µM]	-15.2%	4.3%	19.6%	-3.4%	5.3%
CC(C)c1ccc2[nH]c(O)c(N=NC(=O)c3cccc(S(=O)(=O)Nc4ccc(Cl)cc4)c3)c2c1	-10.0%	-12.1%	i	13.4%[57.1 µM]	-21.7%	2.4%	12.5%	-10.9%	-10.0%
O=C(CN1CCC(c2nc3ccccc3s2)CC1)NCc1cccs1	13.9%	-5.0%	-6.4%	-0.1%	-13.5%	6.5%	14.0%	0.9%	6.7%
COc1ccc(C2CC(=O)N(Cc3ccc(F)cc3)c3ccccc3S2)cc1OC (centres undefined)	0.0%	-7.2%	-6.0%	-0.8%	-15.3%	7.5%	30.2%	10.1%	18.3%
COc1ccc(-c2cc(CCC(=O)N3CCN(c4cc(C)ccc4C)CC3)on2)cc1	-1.2%	2.7%	6.6%	14.4%	-25.9%	3.2%	22.9%	37.0%[activator]	20.0%
CCOc1ccc(/C=N/Nc2cc(N3CCOCC3)nc(C)n2)c(O)c1	0.0%	40.6%[activator]	-5.3%	18.7%	-34.8%	1.5%	29.1%	0.1%	22.2%
CCS(=O)(=O)c1ncc(Cl)c(C(=O)Nc2ccc(S(=O)(=O)N(C)c3ccccc3)cc2)n1	-7.1%&-13.1%	1.3%&-9.3%	-5.6%&0.3%	2.82µM*	-21.8%&-32.6%	?	1.0%[57 µM]	47.9%&27.2%[activator]	?
COCCCNC(=O)CC(NS(=O)(=O)c1ccc(C)cc1)c1ccco1 (centres undefined)	-21.0%	-7.2%	1.9%	11.0%[57.1 µM]	3.2%	7.7%	19.9%	3.8%	26.1%
Fc1ccc(-c2cn(-c3ccccc3)c3[n+]2CCS3)cc1	39.8%[activator]	2.6%	-9.4%	5.2%	-6.3%	-13.2%	25.9%	-10.2%	-0.6%
CC(=O)c1ccc(OCCCC(=O)NCc2nnc3ccccn23)cc1	2.3%	-4.2%	-2.1%	13.6%[57.1 µM]	4.6%	-8.2%	33.6%	-2.0%	-14.8%
CCOCCCNCc1ccc(OCc2ccc(F)cc2)c(OC)c1	?	-2.6%	-3.5%	13.2%[57.1 µM]	3.4%	2.0%	28.1%	1.1%	-2.8%
Cc1nn(-c2ccccc2)c(C)c1/C=N/n1c(-c2ccc(C(C)(C)C)cc2)n[nH]c1=S	?	-9.6%	-6.7%	?	?	-28.3%	?	?	-36.6%
O=C(CSc1nnnn1C1CCCC1)NCc1ccccc1	-17.6%	-0.5%	-7.0%	16.4%	-12.8%	2.1%	0.8%	-0.9%	13.2%
CCC(C(=O)Nc1cc(-c2nc3cccnc3s2)ccc1C)c1ccccc1 (centres undefined)	4.7%	11.9%	-4.6%	20.8%	-29.6%	1.9%	0.0%	-1.7%	-26.9%
O=C(NCCn1cc(SCc2ccc(F)cc2)c2ccccc21)c1ccccc1F	.	3.9%	-7.8%	5.6%[57.1 µM]	-10.4%	3.0%	21.4%	-0.3%	-10.5%
CCOC(=O)N1CCN(C(=O)CN(c2ccc(Cl)c(C(F)(F)F)c2)S(C)(=O)=O)CC1	0.0%	-8.3%	3.5%	-8.6%	-8.8%	6.5%	37.4%	-3.3%	18.5%
CCc1ccccc1NC(=S)N(Cc1cccs1)C1CCCC1	-7.3%	-14.0%	i	28.6%[57.1 µM]	11.0%	-5.1%	66.7%[activator]	7.8%	-31.3%
COc1ccccc1N(CC(O)Cn1c2ccccc2c2ccccc21)S(=O)(=O)c1ccccc1 (centres undefined)	-12.0%	-9.6%	-8.3%	10.7%[57.1 µM]	-20.1%	7.5%	16.4%	35.0%[activator]	-17.5%

2 compounds drawn at random from the list so far, as already listed:
SMILES	12-LOX inh	ERG Ets-DNA blk	PGK inhibitor	rTrxR1 inhibitor	JMJD2A Tudor inh	GLS inh	HP1b binding inh	Pin1 inh	RGS4 inhibitor
Cc1ccc(/C=N/NC(=O)C(C)NC(=O)c2ccccc2)cc1 (centres undefined)	-0.9%	-7.5%	2.7%	21.4%[57.1 µM]	-10.4%	6.2%	14.8%	4.5%	20.2%
CCC(=O)N1CCc2cc(Br)cc(S(=O)(=O)NCCN3CCCCC3C)c21 (centres undefined)	0.0%	-1.9%	-2.0%	7.6%[57.1 µM]	-6.1%	0.1%	33.2%[activator]	-0.4%	-17.8%
